From PubChem BioAssay
S1P2 agonist = S1P2 (human) receptor agonism; O95136; S1P2-expressing cell line, agonist reporter read-out; activation, % at 4.5 µM; 97,000 compounds, 0.46% hits; in the data active means activation above about 16%;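 further: 0% = vehicle low control and 100% = maximal reference agonist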
sEH inh = blocks human soluble epoxide hydrolase activity; P34913; recombinant human sEH enzymatic activity assay; inhibition, % at 2 µM; 91,000 compounds, 0.34% hits; AID 707; in the data active means inhibition above about 80%; further: values of inactives mirror those of a sister screen read the other way; many of its hits are not listed in these tables
CYP2C19 activ = increases human CYP2C19 enzyme activity | P33261 | recombinant CYP2C19, luciferin-H EGE luminescence; stronger effect = higher value; 0 = fully inhibited enzyme, 1 = untreated enzyme | activation factor at 5 µM | 96,000 tested, under 10 active;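 active means activation factor of at least 2 at 5 µM in the primary screen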;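 further: 0 = wells with 2.5 mM tranylcypromine and 1 = vehicle-only wells; values of inactives mirror those of a sister screen read the other way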
Target sequence (P33261 whole entry, looked up): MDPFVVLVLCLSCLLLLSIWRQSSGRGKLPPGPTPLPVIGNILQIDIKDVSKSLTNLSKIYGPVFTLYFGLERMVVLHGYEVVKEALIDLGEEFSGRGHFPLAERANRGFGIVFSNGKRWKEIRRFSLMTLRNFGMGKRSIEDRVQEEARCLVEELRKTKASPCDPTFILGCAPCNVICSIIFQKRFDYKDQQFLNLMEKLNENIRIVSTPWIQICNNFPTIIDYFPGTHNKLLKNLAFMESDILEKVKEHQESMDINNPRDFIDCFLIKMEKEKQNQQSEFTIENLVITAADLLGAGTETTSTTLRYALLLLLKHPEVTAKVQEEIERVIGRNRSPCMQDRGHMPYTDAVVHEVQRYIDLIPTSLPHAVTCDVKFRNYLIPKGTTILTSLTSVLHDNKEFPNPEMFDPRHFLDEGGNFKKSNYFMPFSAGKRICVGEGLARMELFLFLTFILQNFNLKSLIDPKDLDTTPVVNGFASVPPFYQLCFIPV
sEH act = increases human soluble epoxide hydrolase activity; P34913; purified human sEH enzymatic activity, activator screen; activation, % at 2 µM; 91,000 compounds, 0.04% hits; AID 717; in the data active means activation above about 37%; further: values of inactives mirror those of a sister screen read the other way
S1P2 blocker = S1P2 (human) receptor antagonism. 97,000 compounds, 0.21% hits. cell-based S1P2 antagonist assay, inhibition at 5 uM. AID 736. O95136. inhibition, % at 5 µM; in the data active means inhibition above about 45%;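 further: CRE beta-lactamase reporter cells expressing human S1P2 stimulated with S1P; 0% = agonist at EC80 alone and 100% = agonist plus reference antagonist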
PostGolgi ctrl = yeast control strain growth, post-Golgi counter-screen; efflux-deficient yeast background strain, growth absorbance A615, 16 h; 98,000 compounds, 5% hits; inhibition, % at 10 µM; AID 738
PostGolgi yeast = growth inhibition of a yeast mutant, post-Golgi transport screen. post-Golgi transport phenotypic cell assay. inhibition, % at 10 µM. 98,000 compounds, 0.9% hits;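 further: yeast cells grown in 1536-well plates; yeast grown about 18 h at 30C before absorbance read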
DAT uptake mod = human DAT dopamine uptake with cocaine, either direction; Q01959; LLC-PK1 hDAT cells, [14C]-dopamine uptake with cocaine IC80; actives deviate in either direction; B-score at 10 µM; 110,000 compounds, 1.3% hits; AID 449768;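 active means Z score or B-score, a plate-position-corrected score, falls beyond the plate's 99.7% confidence bounds, in either direction; inactive means both scores lie inside the 99.7% bounds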;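 further: scored against the spread of the other compound wells on the same plate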
Target sequence (Q01959 whole entry, looked up): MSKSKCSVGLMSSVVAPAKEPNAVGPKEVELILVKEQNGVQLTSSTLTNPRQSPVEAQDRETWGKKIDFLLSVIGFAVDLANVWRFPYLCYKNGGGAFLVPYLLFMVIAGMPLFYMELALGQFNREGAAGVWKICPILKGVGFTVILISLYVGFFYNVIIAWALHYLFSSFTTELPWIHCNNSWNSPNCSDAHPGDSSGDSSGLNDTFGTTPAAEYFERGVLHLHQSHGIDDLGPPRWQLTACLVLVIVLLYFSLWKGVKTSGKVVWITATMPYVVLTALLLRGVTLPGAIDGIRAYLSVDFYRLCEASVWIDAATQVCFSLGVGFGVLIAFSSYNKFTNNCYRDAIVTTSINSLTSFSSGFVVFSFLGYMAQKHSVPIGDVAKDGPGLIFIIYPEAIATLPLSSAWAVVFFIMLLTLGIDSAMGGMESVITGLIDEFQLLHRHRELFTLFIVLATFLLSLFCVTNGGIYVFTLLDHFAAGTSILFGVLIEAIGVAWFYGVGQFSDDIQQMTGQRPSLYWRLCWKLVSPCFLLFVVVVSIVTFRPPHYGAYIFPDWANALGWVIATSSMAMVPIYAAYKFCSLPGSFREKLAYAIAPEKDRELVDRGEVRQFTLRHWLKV
CYP2C19 inh = blocks human cytochrome P450 2C19; 96,000 compounds, 21% hits; inhibition, % at 5 µM; AID 778; CYP2C19 Supersomes, luciferin-H EGE luminescence, 30 min;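 active means CYP2C19 inhibition above a set limit at 5 µM in the primary screen, cut at about 50% in these data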;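 further: plate controls were negative control wells for no effect and 2.5 mM tranylcypromine positive control for full effect; values of inactives mirror those of a sister screen read the other way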
Active calls of the source: *; · = no result given; & = joins results of further samples. Unless noted, no stated cut-off is given here; in the data, active means inhibition above about 30%; inactive means the rest. Not a hit list; about 24% have a hit in one of these screens.

1. CC(=O)c1cccc(NC(=O)CN(c2ccc(F)cc2)S(C)(=O)=O)c1
2. CC(O)/C=C/c1cccc[n+]1C (centres undefined)
3. COc1ccc(S(=O)(=O)N(Cc2ccc(OC)c(OC)c2)Cc2ccco2)cc1
4. COc1cc(OC)cc(C(=O)N2CCN(C(=O)COc3ccc4ccccc4c3)CC2)c1
5. CCc1ccc(N=CC2=C(O)CC(c3ccco3)CC2=O)cc1 (centres undefined)
6. CC(C)(C)n1nnnc1C(c1cccnc1)N1CCN(C(=O)c2ccco2)CC1 (centres undefined)
7. Cc1sc2nc3n(c(=O)c2c1C)NC(=O)CC3
8. Cc1cccc(COc2ccccc2/C=N/Nc2ccc([N+](=O)[O-])cc2)c1

Assay by compound,1,2,3,4,5,6,7,8
S1P2 agonist,-8,-2,-5,-14,-5,-2,-9,-6
sEH inh,0,-6,·,-11,7,5,-14,-2
CYP2C19 activ,0.5,1,0.4,1,1,·,·,0.8
sEH act,1,9,·,13,-10,-7,14,4
S1P2 blocker,21,9,-8,13,-6,7,-10,29
PostGolgi ctrl,-1,12,21,-5,2,-1,-2,4
PostGolgi yeast,-3,-8,-9,13,-7,4,-2,0
DAT uptake mod,0.37,0.6,0.24,0.83,-1.1,0.062,0.45,-1.1
CYP2C19 inh,45,2,59*,5,-3,·,·,16

One compound at a time (already shown).
COc1cc(OC)cc(C(=O)N2CCN(C(=O)COc3ccc4ccccc4c3)CC2)c1 reads S1P2 agonist: -14; sEH inh: -11; CYP2C19 activ: 1; sEH act: 13; S1P2 blocker: 13; PostGolgi ctrl: -5; PostGolgi yeast: 13; DAT uptake mod: 0.83; CYP2C19 inh: 5
Cc1cccc(COc2ccccc2/C=N/Nc2ccc([N+](=O)[O-])cc2)c1 reads S1P2 agonist: -6; sEH inh: -2; CYP2C19 activ: 0.8; sEH act: 4; S1P2 blocker: 29; PostGolgi ctrl: 4; PostGolgi yeast: 0; DAT uptake mod: -1.1; CYP2C19 inh: 16
COc1ccc(S(=O)(=O)N(Cc2ccc(OC)c(OC)c2)Cc2ccco2)cc1 reads S1P2 agonist: -5; sEH inh: ·; CYP2C19 activ: 0.4; sEH act: ·; S1P2 blocker: -8; PostGolgi ctrl: 21; PostGolgi yeast: -9; DAT uptake mod: 0.24; CYP2C19 inh: 59*

Remaining list, next part.
9. O=C(Nc1ccc(N2CCOCC2)cc1N1CCOCC1)c1cccs1
10. CC1(C)CC(C2N3CC4(C)CN2CC(C)(C3)C4=O)CCO1 (centres undefined)
11. Oc1ccccc1-c1cc(-c2cccc(F)c2)n[nH]1
12. CCCOc1ccc(N2C(=O)CC(NCc3cccs3)C2=O)cc1 (centres undefined)
13. NC(=O)c1ccccc1NS(=O)(=O)Cc1ccc(Cl)cc1
14. CCOc1ccc(C2Nc3cccc4cccc(c34)N2)cc1OC
15. O=C(Cn1c(-c2cscn2)nc2ccccc21)Nc1ccc(Cl)cc1
16. CCOC(=O)N1CCN(c2cc(=O)n(C3CCCCC3)c(=O)[nH]2)CC1

Assay by compound,9,10,11,12,13,14,15,16
S1P2 agonist,-6,0,-7,-2,-8,-6,-4,-4
sEH inh,4,-4,4,-1,-2,-4,-5,·
CYP2C19 activ,1,1,0.7,·,0.3,·,·,1
sEH act,-3,2,-6,4,2,7,11,·
S1P2 blocker,-36,8,-14,-8,18,5,-14,15
PostGolgi ctrl,2,-6,20,·,9,·,·,6
PostGolgi yeast,-3,-8,-11,·,-1,·,·,-4
DAT uptake mod,0.17,-1.2,0.44,0.93,0.27,0.92,1.1,-0.16
CYP2C19 inh,-4,-1,25,·,66*,·,·,2

17. CCOc1ccc(S(=O)(=O)N(CC(=O)O)c2ccc(C)cc2)cc1
18. COC(=O)c1c(NC(=O)C2(C)Cc3ccccc3C(=O)O2)sc2c1CCCC2 (centres undefined)
19. O=C(OCC(=O)N1CCCC1)c1cccs1
20. O=c1oc2ccc3ccccc3c2cc1-c1nnc(-c2ccccc2)o1
21. CC(C)(C)c1ccc(/C=N/NC(=O)Cc2c[nH]c3ccccc23)cc1
22. CCCn1c(SCC(=O)Nc2nc(C)cs2)nnc1-c1cccnc1
23. Cc1ccc(C2=NC(C)(C)N=C2SCC(=O)Nc2ccc(Cl)cc2)cc1
24. CCOCCOC(=O)C1=C(C)N(C)C(=O)NC1c1cc(Cl)c(O)c(OC)c1 (centres undefined)

Assay by compound,17,18,19,20,21,22,23,24
S1P2 agonist,1,-1,-1,-7,0,0,-3,1
sEH inh,-2,-14,-2,-18,7,5,-1,-8
CYP2C19 activ,0.8,0.4,1,0.6,0.7,0.6,0.6,0.8
sEH act,2,14,3,18,-5,-5,-2,11
S1P2 blocker,2,2,8,-8,-7,-9,-11,-7
PostGolgi ctrl,2,14,3,10,12,0,34*,-1
PostGolgi yeast,-7,-7,-2,-7,0,12,13,-8
DAT uptake mod,-1.3,0.17,-0.63,0.88,1.5,-0.23,-7.4*,-0.64
CYP2C19 inh,21,60*,5,36,28,39,39,23

25. CCc1ccc(C2CC(c3ccccc3Cl)Nc3nc(N)nn32)cc1 (centres undefined)
26. CCCOC(=O)Cn1c(=O)c2cc3c(=O)n(CC(=O)OCCC)c(=O)c3cc2c1=O
27. OC12CCCCC1C(c1ccc3c(c1)OCO3)N(Cc1ccc(F)cc1)CC2 (centres undefined)
28. CC(C)OCCCNC(=O)C1CCC(=O)N1C1CCCC1 (centres undefined)
29. Cc1ccc(C)n1C1CCS(=O)(=O)C1 (centres undefined)
30. Cc1ccc(S(=O)(=O)NCCn2c(C)cc3ccccc32)cc1
31. CCCCC(C(=O)NC1CCCC1)N(Cc1ccco1)C(=O)Cn1nnc(-c2ccc(F)cc2)n1 (centres undefined)
32. COC(=O)c1ccc(CSc2ncnc3c2nnn3-c2ccc(OC)cc2)o1

Assay by compound,25,26,27,28,29,30,31,32
S1P2 agonist,·,·,-1,-1,-3,-9,-3,·
sEH inh,·,·,15,2,-4,-9,2,·
CYP2C19 activ,0.6,1,0.3,1,1,0.3,0.1,0.5
sEH act,·,·,-17,-3,5,11,0,·
S1P2 blocker,·,·,9,-21,-2,3,-10,·
PostGolgi ctrl,6,2,2,0,2,5,7,8
PostGolgi yeast,-11,-2,-2,-3,14,9,-2,-4
DAT uptake mod,2.4,0.75,0.64,-0.18,-0.28,·,1.3,-1.1
CYP2C19 inh,44,4,72*,-1,-5,67*,92*,52*

33. Cc1ccc(NC(=O)CCC(=O)NNC(=O)c2cccc([N+](=O)[O-])c2)cc1C
34. CCOC(=O)c1c(C)nc2sc3c(=O)n(-c4ccc(C(C)=O)cc4)nnc3c2c1-c1ccc(OC)cc1
35. OCC1(CO)COC2(CCCC2)N1
36. Cc1c(Cl)cccc1NC(=O)CC1SCCNC1=O (centres undefined)
37. CCn1nc(NC(=O)c2ccco2)c2cc3ccccc3nc21
38. Cc1ccc(-c2csc(SCC(=O)Nc3cc(C)on3)n2)cc1
39. CCOc1ccc2nc3c(cc2c1)CN(CCOC)C(=NC)S3
40. COc1cc(NC(=O)c2ccco2)ccc1NC(=O)c1ccccc1Cl

Assay by compound,33,34,35,36,37,38,39,40
S1P2 agonist,-6,-5,-1,·,6,-4,-8,12
sEH inh,-2,-7,-12,·,-6,-9,6,0
CYP2C19 activ,1,0.4,1.2,0.7,0.8,·,·,0.5
sEH act,3,6,10,·,6,8,-6,4
S1P2 blocker,4,15,-4,·,-20,8,4,-1
PostGolgi ctrl,-1,9,5,8,18,·,·,4
PostGolgi yeast,-8,-7,-6,-2,7,·,·,-11
DAT uptake mod,1.2,1,0.0041,0.4,0.84,-1.3,-0.6,-0.29
CYP2C19 inh,-3,59*,-18,26,24,·,·,51*

41. Cc1cc(=O)n2nc(N3CCCC(C(=O)NCCCN4CCc5ccccc5C4)C3)sc2n1 (centres undefined)
42. Cn1c(N/N=C/c2ccccc2)nc2sc3c(c2c1=O)CCC3
43. CCOC(=O)N1CCN(C(=O)CSc2nnc(C3COc4ccccc4O3)o2)CC1 (centres undefined)
44. COCCNC(=O)C1CC(=O)N(C2CCCCC2)C1 (centres undefined)
45. CCOC(=O)N1CCC(NC(=O)c2ccc3c(=O)n4c(nc3c2)CCCC4)CC1
46. O=S(=O)(Nc1ccc(N2CCOCC2)cc1)c1cccs1
47. Cc1ccc(C2/C(=C(/O)c3ccccc3)C(=O)C(=O)N2CCN2CCOCC2)o1 (centres undefined)
48. O=C(CSc1oc(-c2ccco2)nc1S(=O)(=O)c1ccc(F)cc1)NCC1CCCO1 (centres undefined)

Assay by compound,41,42,43,44,45,46,47,48
S1P2 agonist,·,-1,-1,-4,0,-3,-4,-2
sEH inh,·,25,·,0,3,4,7,-2
CYP2C19 activ,1,1.1,1,0.8,1,0.1,1,·
sEH act,·,-24,·,0,-2,-4,-7,3
S1P2 blocker,·,8,9,12,16,-14,-3,-4
PostGolgi ctrl,4,8,-2,-1,6,7,-2,·
PostGolgi yeast,-2,-3,0,-6,0,2,2,·
DAT uptake mod,·,0.11,0.17,-0.2,-0.3,-0.15,0.31,1.2
CYP2C19 inh,2,-14,1,16,2,90*,-2,·

49. Cc1cc2cc(CN(C(=O)C3CC3)C3CCCC3)c3nnnn3c2cc1C
50. CCCc1nnc(SCC(=O)N2CCCCC2)n1CCCOC
51. COC(=O)COc1ccc(=O)n(-c2ccccc2)n1
52. COc1cccc(OC)c1OCCCc1c(C)n[nH]c1C
53. CCCCCCC(=O)N(O)C1CC(=O)N(c2ccc(C)cc2)C1=O (centres undefined)
54. CCOC(=O)C1CCN(C(=O)C2c3ccccc3C(=O)N(C)C2c2ccc(OC)cc2)CC1 (centres undefined)
55. O=C(CSc1nnc(NC(=O)CN2CCOCC2)s1)Nc1ccccc1
56. CCc1ccc(-n2c(CSc3nnnn3-c3ccccc3)nc3ccccc3c2=O)cc1

Assay by compound,49,50,51,52,53,54,55,56
S1P2 agonist,·,-9,-9,-3,-8,-7,-4,-1
sEH inh,·,6,-12,·,12,9,-9,-1
CYP2C19 activ,0,1.1,0.4,0.5,1,1,0.9,0.7
sEH act,·,-7,14,·,-15,-10,8,2
S1P2 blocker,·,-3,-1,-3,29,16,25,-27
PostGolgi ctrl,14,3,21,-6,0,-5,21,22
PostGolgi yeast,-7,0,-6,3,4,-5,0,-22
DAT uptake mod,2.9*,-0.8,0.53,0.98,-0.59,0.57,-0.52,0.53
CYP2C19 inh,96*,-14,63*,47,1,-2,6,33

57. Cc1cc(C)cc(NC(=O)CCc2nc3ccccc3[nH]2)c1
58. CCc1nc2sc3c(c2c(=O)n1N)CCC3
59. Cn1c(Cn2nnc3ccccc32)nnc1SCC(=O)N1c2ccccc2Sc2ccccc21
60. CN(c1ccc(C(=O)N2CCCCC2)cc1)S(C)(=O)=O
61. Cc1nn(Cc2ccccc2)c(C)c1C(=O)Nc1ccc(N2CCOCC2)cc1
62. CN1C(=O)CC(N2CCC(C(N)=O)(N3CCCCC3)CC2)C1=O (centres undefined)
63. CCOC(=O)C1C(=O)C=C(c2ccc(Br)cc2)CC1c1ccco1 (centres undefined)
64. CN(C)CCOC(=O)C1(c2ccccc2)CCOCC1
65. O=C(COC(=O)c1ccncc1)Nc1cc(Cl)c(Cl)cc1Cl
66. COc1cccc(C(=O)N2CCN(C3CCC(c4ccccc4)CC3)CC2)c1OC (centres undefined)

Assay by compound,57,58,59,60,61,62,63,64,65,66
S1P2 agonist,-1,-2,0,-4,-1,-5,2,-1&-16,-5,-10
sEH inh,-1,6,1,-7,-12,3,-12,7&-1,-4,-2
CYP2C19 activ,1,0.8,0.7,1.1,1,1.2,0.7,1&0.9,0,0.8
sEH act,1,-5,-1,7,11,-4,16,-4&5,7,1
S1P2 blocker,-7,13,14,12,7,10,-5,-7&1,-7,12
PostGolgi ctrl,21,7,19,19,5,13,20,0&1,2,54*
PostGolgi yeast,-18,3,-5,-7,-9,10,-7,-2&6,-3,94*
DAT uptake mod,0.0084,0.24,-0.077,-0.64,-0.09,-1.5,0.063,-0.41&-0.3,·,0.052
CYP2C19 inh,1,22,33,-13,3,-19,25,1&7,98*,16
